# Measles CPE = protection of cells from measles virus; AID 841; protection (pct of control), % at 4 µM; actives 1.5% (n = 140,000); Measles virus-infected cells, CPE protection, absorbance; in the data active means protection mostly above about 24%, no sharp cut-off; inactive means mostly below about 26%; further: some compounds called inactive have numbers as strong as hits
# Phagocytosis inh = blocks phagocytosis by macrophages; J774A.1 macrophage IgG-bead phagocytosis, imaging; inhibition, % at 5 µM; actives 0.07% (n = 110,000); AID 1029;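 active means inhibition above the mean of the plate negative controls plus 5 SD, cut at about 13% in these data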;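 further: phagocytic index as fraction of beads internalized from green versus red external bead signal; plate controls were DMSO negative control for no effect and cytochalasin-D positive control for full effect; some results beyond the cut were filed as inactive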
# Yeast growth inh = yeast BB579 growth reduction in restrictive medium | inhibition, % at 10 µM | actives 0.51% (n = 140,000) | S. cerevisiae BB579 growth, OD615, 48 h;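 active means inhibition above a set limit, 3 SD over the mean compound inhibition, cut at about 44% in these data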; further: inactives centre near -24
#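 System: DeaD yeast strain BB579; buffer or medium: CSMM-D dextrose restrictive medium; technique: OD at 615 nm; schedule: 4 h cell preincubation, 48 h compound exposure, 30 °C humidified; doses: single 10 µM dose; controls: amphotericin B 10 µg/mL, positive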
# GALR2 antag = GALR2 (human) receptor antagonism | inhibition, % at 4 µM | actives 0.39% (n = 140,000) | O43603 | GALR2-expressing cells, antagonist mode | AID 828; in the data active means inhibition above about 27%;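 further: cells stimulated with galanin 1-16 at roughly its EC80; 0% = agonist challenge control and 100% = basal control without agonist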
# Target sequence (O43603 whole entry, looked up): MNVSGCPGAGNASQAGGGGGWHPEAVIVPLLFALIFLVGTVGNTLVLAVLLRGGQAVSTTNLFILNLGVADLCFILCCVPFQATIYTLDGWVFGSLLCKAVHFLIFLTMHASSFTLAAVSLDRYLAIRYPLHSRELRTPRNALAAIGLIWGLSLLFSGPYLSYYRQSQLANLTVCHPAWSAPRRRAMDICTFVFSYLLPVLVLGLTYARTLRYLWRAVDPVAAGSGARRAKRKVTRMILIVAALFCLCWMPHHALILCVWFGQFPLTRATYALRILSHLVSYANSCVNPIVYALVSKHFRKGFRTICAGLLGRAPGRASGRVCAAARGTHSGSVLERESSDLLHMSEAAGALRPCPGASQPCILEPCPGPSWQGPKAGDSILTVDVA
# HCT116 bCat-KO = beta-catenin-lacking colon tumor cell growth suppression. actives 1.5% (n = 140,000). viability, % at 10 µM. HCT116 beta-catenin knockout viability, CellTiter-Glo, 60 h; active compounds read low. AID 818;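 active means viability at or under a set limit, the compound median less 4 SD, cut at about 6% in these data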;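 further: 0% = Hyamine 1622 control at 20 µM and 100% = untreated cell control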
# NPY Y2 blocker = antagonists of human neuropeptide Y receptor Y2; actives 0.99% (n = 140,000); P49146; inhibition, % at 2.7 µM; NPY-Y2 expressing cells, antagonist mode; in the data active means inhibition above about 17%;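 further: 0% = vehicle with agonist challenge and 100% = reference antagonist with challenge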
# Target sequence (P49146 whole entry, looked up): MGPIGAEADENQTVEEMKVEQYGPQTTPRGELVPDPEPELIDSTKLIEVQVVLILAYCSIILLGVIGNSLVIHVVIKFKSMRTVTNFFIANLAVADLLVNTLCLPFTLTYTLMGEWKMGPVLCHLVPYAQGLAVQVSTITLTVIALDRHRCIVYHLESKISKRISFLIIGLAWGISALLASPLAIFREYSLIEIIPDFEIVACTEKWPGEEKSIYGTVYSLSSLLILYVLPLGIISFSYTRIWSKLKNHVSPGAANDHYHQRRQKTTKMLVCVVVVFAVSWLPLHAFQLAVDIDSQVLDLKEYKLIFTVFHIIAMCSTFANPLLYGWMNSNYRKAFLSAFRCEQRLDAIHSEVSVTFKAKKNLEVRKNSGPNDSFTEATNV
# MRP-1 activ = activators of MRP-1; H69AR cells + doxorubicin, viability rescue, CellTiter-Glo; actives 0.61% (n = 140,000); viability increase, % at 10 µM;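 active means viability gain under doxorubicin at or above a set limit, the compound median plus 3 SD, cut at about 4.7% in these data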;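 further: MRP-1 overexpressing cells given doxorubicin 25 µM after compound pretreatment; 18-22 h compound pretreatment then 72 h with doxorubicin before readout; 0% = doxorubicin-only wells and 100% = vehicle-treated cells without doxorubicin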
# E-sel TNF inh = TNF alpha driven E-selectin expression inhibition. actives 0.71% (n = 120,000). inhibition, % at 2 µM. AID 1246. HUVEC TNFa-induced E-selectin immunofluorescence, high content;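 active means inhibition above the batch mean plus 3 SD, and confirmed as a hit on visual image review, cut at about 43% in these data; inconclusive means passes the inhibition cutoff but fails visual image review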;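 further: 0% = TNF-stimulated DMSO wells and 100% = unstimulated control wells; not every result past the cut was called active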
# Yeast lifespan up = extends the lifespan of yeast; actives 0.68% (n = 130,000); inhibition of the nicotinamide effect, % at 10 µM; S. cerevisiae growth with nicotinamide, OD615; deaD strain in restrictive glucose medium;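 active means inhibition above a set limit, placed 3 SD over the median of all compounds, cut at about 26% in these data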;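 further: 0% = nicotinamide-treated wells and 100% = cells grown without nicotinamide; some compounds called inactive have numbers as strong as hits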
#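 assay system = DeaD-strain S. cerevisiae | buffer or medium = restrictive glucose medium | reagent = 1.5 mM nicotinamide | compound = 10 µM single point, 0.25% DMSO | incubation = 48 h compound exposure at 30 °C, humidified | signal = OD615 measurement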
# PTEN del growth = PTEN-deleted cell growth suppression; viability, % at 10 µM; actives 1.2% (n = 140,000); HCT116 PTEN-null viability, CellTiter-Glo, 60 h; active compounds read low; AID 827;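 active means viability at or below a set limit, 4 SD under the median of all tested compounds, cut at about 3.7% in these data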;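 further: PTEN knockout HCT116 line with beta catenin targeted HCT116 as companion control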
# Numbers without * were called inactive; ? = inconclusive; nt = not tested or not shown.
structure	Measles CPE	Phagocytosis inh	Yeast growth inh	GALR2 antag	HCT116 bCat-KO	NPY Y2 blocker	MRP-1 activ	E-sel TNF inh	Yeast lifespan up	PTEN del growth
COC(=O)c1ccc(N2C(=O)CC(NCc3ccccc3)C2=O)cc1 (centres undefined)	23	1	-27	9	95	0	-0.6	-4	-2	97
Cc1nc2c(C#N)c(C)[nH]n2c(=O)c1Cc1ccccc1	4	nt	-22	12	92	3	-1.7	-34	-21	91
O=c1c(Cc2ccccc2O)c(O)nc2n1CCCS2	20	0	-30	13	91	7	-1.1	-9	-3	108
CCOc1ccc2cc(C#N)c(SCC(=O)N3CCC(C)CC3)nc2c1	4	-1	-16	-15	37	-1	-0.9	-10	2	44
O=C(COc1ccc(S(=O)(=O)NCc2ccccc2)cc1Cl)N1CCOCC1	5	-1	-44	9	88	2	-3.3	13	-10	88
CCC(=O)N1CCc2cc(Br)cc(S(=O)(=O)NCCN3CCCCC3C)c21 (centres undefined)	21	-3	-47	13	58	3	0.0	-27	-5	72
CCOC(=O)N1CCN(C(=O)c2ccc3c(=O)n(CCc4ccccc4)c(=S)[nH]c3c2)CC1	14	nt	-23	-12	20	3	-4.5	-12	-9	26
CCN1C(=O)c2cccc3c(NC(=O)c4cccc(N5C(=O)CCC5=O)c4)ccc1c23	7	-3	-48	6	104	1	-1.6	60*	-3	104
NC(=O)COC(=O)CN1C(=O)C2CCCCC2C1=O (centres undefined)	9	0	-19	-9	100	0	-1.1	-52	-8	98
COc1ccc(/C(N)=N/OC(=O)CSc2ccccc2)cc1OC	30	0	-42	-20	94	10	0.8	-7	-10	114
Cc1ccc(C(=O)CSc2nc3ccccc3o2)cc1	3	-1	-7	3	83	14	-1.6	-2	-6	94
O=C(Cc1ccccc1)NCC(=O)OCC(=O)c1cccc([N+](=O)[O-])c1	7	-5	3	9	99	1	-1.1	9	0	114
CCOc1ccccc1C1NC(=O)NC(C)=C1C(=O)OC1CCCCC1 (centres undefined)	3	0	-40	8	88	4	-0.1	nt	-6	81
COc1ccc(C)cc1S(=O)(=O)N(C)CC(=O)N1CCCCC1	11	nt	-2	10	99	2	-0.6	?	nt	91
CCC(=O)c1ccc(OCC(O)CNC(C)c2ccccc2)cc1 (centres undefined)	20	4	9	1	60	4	-3.5	0	6	63
CC(C)OCCCN1CN(S(=O)(=O)c2cccc(Cl)c2)c2nc3ccccc3nc21	15	nt	-33	7	72	7	-2.5	-5	0	64
O=C(NCc1ccco1)NCC(F)(F)F	11	-1	-27	1	95	7	0.1	12	-2	103
O=C(CSc1ncn[nH]1)Nc1nc(-c2ccccc2)ns1	5	-2	-29	-2	108	1	2.4	-13	-10	92
Cc1c(N2C(=O)c3ccc4c5c(ccc(c35)C2=O)CC4)c(=O)n(-c2ccccc2)n1C	0	0	-9	9	84	4	1.8	-13	-20	82
CCC(=O)c1ccc(OCC(O)CN2CC(C)OC(C)C2)cc1 (centres undefined)	3	-1	-19	6	97	3	-1.2	nt	0	90
CCn1ncc(C2=NOC(C(=O)Nc3cnn(C45CC6CC(CC(C6)C4)C5)c3)C2)c1C (centres undefined)	5	0	-23	8	71	2	0.3	17	-7	83
CCc1ccccc1NC(=O)c1nnn(CC(=O)Nc2cccc(C)c2)c1N	17	nt	-36	-15	87	7	-2.7	nt	-13	79
C=CCOC(=O)C1=C(C)N=C2SCCC(=O)N2C1c1ccc(OC(=O)c2ccco2)cc1 (centres undefined)	7	0	-10	-1	72	7	0.5	-13	-8	78
CCC1(C)Cc2ccccc2-c2nc3n(c(=O)c21)CC(C(=O)O)S3 (centres undefined)	14	-1	-44	-2	95	0	-1.1	-5	-11	106
CC1CCN(CC(=O)Nc2cccc([N+](=O)[O-])c2)CC1	6	nt	-13	6	89	5	-3.4	-50	-17	96
COC(=O)c1cc(C(=O)Nc2ccc(C)cn2)cc([N+](=O)[O-])c1	4	-1	-1	-11	94	-2	0.9	nt	-5	104
Cc1ccc(O)c(CP(=O)(c2ccccc2)c2ccccc2)c1	3	-6	-28	12	84	6	-4.6	17	3	92
COCCCNC(=O)c1cn(CC(C)C)c(=O)c2c1c1ccccc1n2C	1	-1	-26	-5	96	3	-1.8	21	-4	93
O=C(Oc1ccc2c(-c3ccccc3)cc(=O)oc2c1)c1cccs1	28	-3	-10	7	95	4	-1.5	5	-7	91
CC(=O)N(c1ccc(C)cc1)C1C=CS(=O)(=O)C1 (centres undefined)	7	0	-7	-10	104	2	-0.8	0	1	110
Cc1cc(=O)n2[nH]c(N3C(=O)CCC3=O)nc2n1	4	-3	-38	2	96	1	-1.8	nt	-15	86
COc1ccc(NC(=O)CCCN2C(=O)C3C4C=CC(C4)C3C2=O)c(OC)c1 (centres undefined)	16	nt	-36	6	94	2	-0.3	-28	-2	89

# The final four entries of the section before lead into the next.
structure	Measles CPE	Phagocytosis inh	Yeast growth inh	GALR2 antag	HCT116 bCat-KO	NPY Y2 blocker	MRP-1 activ	E-sel TNF inh	Yeast lifespan up	PTEN del growth
O=C(Oc1ccc2c(-c3ccccc3)cc(=O)oc2c1)c1cccs1	28	-3	-10	7	95	4	-1.5	5	-7	91
CC(=O)N(c1ccc(C)cc1)C1C=CS(=O)(=O)C1 (centres undefined)	7	0	-7	-10	104	2	-0.8	0	1	110
Cc1cc(=O)n2[nH]c(N3C(=O)CCC3=O)nc2n1	4	-3	-38	2	96	1	-1.8	nt	-15	86
COc1ccc(NC(=O)CCCN2C(=O)C3C4C=CC(C4)C3C2=O)c(OC)c1 (centres undefined)	16	nt	-36	6	94	2	-0.3	-28	-2	89
COC(=O)Nc1ccc(S(=O)(=O)n2cnc3ccccc32)cc1	21	-1	1	-8	104	3	-0.7	24	1	108
CCn1c(=O)n(CC(=O)Nc2cc(OC)c(OC)c(OC)c2)c(=O)c2ccccc21	12	-1	-42	-7	102	-2	-0.8	nt	-1	104
COc1ccc(CN2CCN(c3ccc(F)cc3)CC2)c(OC)c1OC	12	1	-39	14	70	3	-2.9	nt	3	79
CCSc1nnc(NC(=O)c2cccnc2)s1	13	-2	10	-6	90	1	0.5	-4	-3	94
CC(=O)NC(=S)Nc1ccc(NC(=O)c2cccs2)cc1	nt	-10	-32	13	97	7	1.0	nt	-2	99
COc1ccc(-c2nc(SCC(=O)N3CCOCC3)n[nH]2)cc1	3	0	-9	0	98	-5	0.6	-5	-1	98
CN1C(=O)N(C)C2(c3ccccc3)Nn3c(s/c(=C/c4ccco4)c3=O)=NC12c1ccccc1 (centres undefined)	4	-1	-60	-17	91	-3	0.4	nt	-4	92
COc1ccc(NC(=O)c2cc3c(s2)CCC(C)C3)cc1S(=O)(=O)N1CCOCC1 (centres undefined)	14	-10	-58	-1	15	2	-1.5	nt	2	16
COC(=O)C1CCN(S(=O)(=O)c2c(C)n(C)c(=O)n(C)c2=O)CC1	12	-1	-7	-5	90	1	-0.3	nt	-5	101
COC(=O)C1CN(S(=O)(=O)c2ccccc2)CCN1S(=O)(=O)c1ccccc1 (centres undefined)	10	-1	-30	-14	100	-5	-0.3	12	5	99
Cc1[nH]c(=O)[nH]c1C(=O)CCCCC(=O)OCC(=O)Nc1ccccn1	14	-1	-36	1	106	-1	-0.5	nt	-2	106
O=C(Cc1ccccc1)CC1(O)C(=O)Nc2ccccc21 (centres undefined)	0	0	-68	5	101	3	-1.2	-28	-10	105
COc1cccc(C(=O)Nc2ccc(S(=O)(=O)NCc3ccco3)cc2)c1	4	-1	-19	29*	88	2	-1.9	-60	-3	93
COc1ccc(-n2c(N)c(-c3nc4ccccc4n3C)sc2=S)cc1	11	0	-37	-1	64	1	-1.4	-25	-2	63
CCOC(=O)c1c(CN2CCOCC2)oc2ccc(OC)cc12	5	2	-15	9	97	-1	-2.7	-18	-19	80
Cc1c(/C=N\NC(=O)c2cccc(F)c2)cnn1C	23	-3	-28	-27	99	2	-1.4	15	7	90
O=C(Nc1cccc(-c2cn3ccccc3n2)c1)c1cccc(Cl)c1	8	0	-60	1	81	0	-1.0	57*	-23	77
Cc1cc(OCCCC(=O)N2CCCCC2)cc(C)c1Cl	26	nt	-61	-5	72	7	-1.0	23	-16	86
Cc1cc(C(=O)OC(C)C(=O)Nc2cccc(S(=O)(=O)N3CCOCC3)c2)c(C)o1 (centres undefined)	28	1	-43	-55	87	3	0.8	8	-2	91
COc1ccc(NC(=O)COC(=O)c2ccc(N3CCCC3=O)cc2)cc1OC	5	-1	-43	5	101	1	0.0	nt	-19	101
CCCc1cc(=O)[nH]c(SCC(=O)c2[nH]c(C)c(C(=O)OCC)c2C)n1	12	-5	-15	-4	99	7	-1.4	10	1	97
O=C(CCC(=O)c1ccc(Br)cc1)Nc1cccc(C(F)(F)F)c1	11	nt	-90	23	103	11	0.3	nt	-19	98
COc1cccc2[nH]c3c(Cl)ncnc3c12	11	3	7	7	87	0	-1.2	nt	-7	96
Cn1c(=O)c2c(nc(Cl)n2Cc2ccc(Cl)c(Cl)c2)n(C)c1=O	1	nt	-42	2	74	-1	-0.2	4	-16	67
COc1ccc(C(OC(=O)c2ccco2)C(=O)NCc2ccc(C)cc2)cc1 (centres undefined)	11	nt	-21	-1	101	0	-2.3	7	-6	98
CCNc1nc(CSc2ccccc2)nc2sc(C)c(C)c12	4	0	-34	-9	61	10	2.3	-19	-8	66
Cn1cc(C(=O)c2ccc(Cl)cc2)cc1-c1nc2ccccc2n1C	8	4	-41	-9	18	7	-4.3	9	-28	26
Cc1cnc(NC(=O)C(C)N2C(=O)C3CC=CCC3C2=O)s1 (centres undefined)	4	-1	-45	-3	94	-2	-2.8	-32	-12	91
NS(=O)(=O)c1ccc(NCc2cc(Cl)ccc2OCc2ccc(F)cc2)cc1	5	-4	-34	-3	77	6	0.9	-18	2	65
C=CCOc1ccc(C2C(C#N)=C(N)N(Nc3ccccc3)C3=C2C(=O)CC(C)(C)C3)cc1OC (centres undefined)	5	-1	-30	4	48	-3	-6.0	-34	-12	36
COCCOC(=O)c1cc(C(=O)c2cc(F)ccc2O)coc1=N	7	nt	-37	-5	88	1	-4.3	-5	-9	87
COc1ccc2c(c1)C(C)CC(C)(C)N2C(=O)NC1CCCCC1 (centres undefined)	3	0	-40	4	91	0	-3.2	6	27*	94
COc1ccccc1-c1nc(SCC(=O)O)n[nH]1	16	2	-28	1	102	0	-1.4	-36	-4	100
COc1cc(NS(=O)(=O)c2ccc(N/C=C(\C=O)c3nc4ccccc4o3)cc2)nc(OC)n1	nt	-6	-37	11	89	5	-0.5	nt	0	88
